# Bioassay records: PubChem, several laboratories
# P. falciparum M1AAP – P. falciparum M1AAP inhibitors, biochemical, fluorogenic H-Leu-NHMec substrate, 1536-well (AID 1445). recombinant M1AAP, H-Leu-NHMec fluorogenic kinetic assay; higher % means a stronger effect. inhibition, % at 30 µM; hits with a dose series show IC50 in µM. actives 0.42% (n = 220,000);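 active = primary inhibition above the hit cutoff, then over 50% inhibition at one or more dose response concentrations, cut at about 23% in these data, passing the limit was not always enough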;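 also: plate controls were DMSO full reaction for no effect and no enzyme background for full effect; strong numbers were not always called active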
# West Nile virus CPE – inhibition of WNV-induced cytopathic effect – cell-based, CPE readout (AID 1621); West Nile virus-infected cells, CPE inhibition; higher % means a stronger effect; CPE inhibition, % at 10 µM, or IC50 in µM where a hit was titrated; actives 0.02% (n = 290,000); in the data active = a potency from the dose series; also: strong numbers were not always called active
# human PMI inhibitors – human PMI inhibitors, high substrate, primary screen, biochemical, fluorescence intensity, high mannose 6-phosphate (AID 1220) | one-dose inhibition, % at 20 µM; IC50 in µM for titrated hits | recombinant PMI enzyme, coupled fluorescence intensity; higher % means a stronger effect | actives 0.66% (n = 190,000); in the data active = inhibition above about 50%
# CSM14.1 death rescue – protection against thapsigargin-triggered cell killing – 384-well, CSM14.1, ATP luminescence, primary screen (AID 1222). 190,000 tested, under 10 active. CSM14.1 thapsigargin-induced death rescue, ATP luminescence; higher % means a stronger effect. one-dose cellular ATP content (survival), % at 20 µM; EC50 in µM for titrated hits;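 active = EC50 below 50 µM in the dose-response confirmation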;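 also: death triggered by thapsigargin at about 15 µM added after 2 h compound pretreatment; cell ATP read after overnight thapsigargin exposure of roughly 18 to 22 hours; normalized against plate controls of thapsigargin alone and 5% DMSO vehicle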
# Yfh1-depleted yeast – mitochondrial function rescue without frataxin homolog – Friedreich's ataxia, plus single-dose screen, dose response (AID 1465). actives 0.074% (n = 220,000). S. cerevisiae Yfh1-off respiration, WST-1 reduction, 72 h; higher fold induction means a stronger effect. fold induction at 50 µM; hits with a dose series show EC50 in µM;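 active = fold induction of absorbance versus untreated yeast above a set limit, then at least 30% activation at any dose in follow-up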;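 also: activators that raise dye reduction in frataxin-depleted yeast; strong numbers were not always called active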
# P. falciparum M17LAP – P. falciparum M17LAP inhibitors, primary screen, biochemical, fluorogenic H-Leu-NHMec substrate, 1536-well (AID 1619); recombinant M17LAP, H-Leu-NHMec fluorogenic kinetic assay; higher % means a stronger effect; one-dose inhibition, % at 30 µM; IC50 in µM for titrated hits; actives 0.38% (n = 220,000);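 active = compound inhibiting the enzyme by more than half at any dose during confirmatory dose-response retesting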;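 also: plate controls were full reaction with DMSO carrier for no effect and no enzyme background for full effect; strong numbers were not always called active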
# Siah-1 displacement – blockers of Siah-1 interaction with plectin peptide – biochemical, fluorescence polarization, rhodamine-plectin, uHTS, primary screen (AID 1817); Siah-1 / rhodamine-plectin peptide fluorescence polarization; higher % means a stronger effect; displacement, % at 20 µM, or IC50 in µM where a hit was titrated; actives 0.02% (n = 290,000);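 active = displacement of at least 50% at 20 µM, with a fluorescence ratio check between 0.3 and a set limit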;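 also: plate controls were Siah plus tracer with DMSO for no effect and tracer alone without Siah for full effect; strong numbers were not always called active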
# Salmonella PhoP GFP – inhibitors of PhoP regulon expression, primary screen, Salmonella Typhimurium, GFP reporter (AID 1863). inhibition, % at 50 µM; hits with a dose series show IC50 in µM. actives 0.16% (n = 300,000). S. Typhimurium PhoP-regulated promoter GFP reporter, 4 h; higher % means a stronger effect;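 active = inhibition over 29.93%, a cutoff 3 SD above the screen mean, later confirmed by dose response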;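 also: 0% = low Mg2+ inducing control and 100% = high Mg2+ repressing control; strong numbers were not always called active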
# XIAP antagonists – small molecules displacing peptide from XIAP – biochemical, IAP family, fluorescence polarization (AID 1018); one-dose displacement, % at 20 µM; IC50 in µM for titrated hits; XIAP BIR domain, fluorescence polarization peptide displacement; higher % means a stronger effect; actives 0.007% (n = 200,000); in the data active = displacement above about 50%; also: a part of the inactive calls stands beside numbers as strong as those of hits
# An asterisk follows results filed as active; i = inactive; nt = no result given.
SMILES,P. falciparum M1AAP,West Nile virus CPE,human PMI inhibitors,CSM14.1 death rescue,Yfh1-depleted yeast,P. falciparum M17LAP,Siah-1 displacement,Salmonella PhoP GFP,XIAP antagonists
COc1ccccc1-n1cnc2cc(NS(=O)(=O)c3ccccc3)ccc21,10%,0.2%,-10%,-2.0%,i,10%,-6%,2%,-8.0%
CCNc1nc(NCC)n2c(SC(C(=O)Nc3cc(C)ccc3OC)c3ccccc3)nnc2n1 (stereo unspecified),3%,-0.9%,15%,0.8%,i,11%,0%,7%,-4.2%
C(=C1/CCCC2=C1Nc1ncnn1C2c1ccccc1)/c1ccccc1 (stereo unspecified),14%,-1.3%,12%,0.4%,i,-3%,-6%,6%,-0.1%
CC(C)CN(C(=O)CN1CCc2ccccc21)c1c(N)n(CC(C)C)c(=O)[nH]c1=O,2%,0.9%,2%,-0.1%,i,4%,2%,-9%,-10%
CCOC(=O)N1CCN(C(=O)CSc2ncccn2)CC1,1%,0.3%,-12%,0.7%,i,0%,-3%,-6%,-2.0%
CCc1ccc(C2=Nn3c(nnc3-c3cccs3)SC2)cc1,2%,-1.6%,4%,1.9%,i,16%,2%,-11%,-24%
O=C(COc1cccc2ccccc12)N/N=C/c1ccc(Sc2nc3ccccc3s2)o1,1%,-0.3%,2%,-1.1%,i,-5%,2%,7%,-0.3%
COc1ccc(CCNC(=O)C(=O)NCc2ccc(C(C)C)cc2)cc1OC,4%,2.3%,0%,-0.6%,i,-11%,1%,-1%,-6.7%
O=C(CCN1CCN(Cc2ccccc2)CC1)Nc1cccc(Cl)c1,-1%,-1.3%,-6%,0.9%,i,-8%,i,2%,-2.9%
O=C(c1cccc(F)c1)N1CCN(C(=O)c2nn3cccnc3c2Cl)CC1,-1%,0.6%,7%,-2.6%,i,5%,-5%,-9%,-15%
CC1CCCCN1c1nnc(NC(=O)Cn2c(=O)oc3ccccc32)s1 (stereo unspecified),3%,-0.1%,-3%,-1.0%,i,20%,0%,-10%,-3.5%
C[C@@H]1CC=C[C@H]2[C@H]1C(=O)N(Cc1ccccc1)[C@H]2c1cccc([N+](=O)[O-])c1,8%,0.0%,nt,nt,i,16%,1%,-1%,nt
Clc1ccc(-c2nnc(Sc3nc4ccccc4o3)c3ccccc23)cc1,7%,2.9%,-6%,5.0%,i,20%,15%,-20%,-4.8%
O=C(CCSCc1ccccc1Cl)NCc1cccs1,1%,-0.3%,0%,0.5%,i,-1%,18%,3%,-3.1%
CC(NC(=O)CCCCCN1C(=O)c2ccccc2C1=O)c1ccc2c(c1)CCCC2 (stereo unspecified),3%,0.0%,14%,-1.7%,i,9%,-2%,-3%,-3.6%
Cc1[nH]nc2c1C(Cc1ccccc1)C(C#N)=C(N)O2 (stereo unspecified),0%,-0.3%,13%,1.8%,i,28%,-4%,-4%,-4.7%
O=C(CNC(=O)c1ccccc1F)Nc1ccccc1C(F)(F)F,5%,-0.1%,-10%,-0.2%,i,0%,4%,-8%,-5.0%
CSc1nsc(SCC(=O)N2CCCc3ccccc32)n1,-3%,0.1%,12%,1.9%,i,5%,-4%,2%,-0.3%
CC(=O)Nc1sc(C)c(C)c1C(=O)OCC(=O)N(CC(C)C)C1CCS(=O)(=O)C1 (stereo unspecified),7%,-1.0%,11%,-2.2%,i,16%,0%,-2%,-7.7%
Cc1ccc(NC(=O)N2CCCCC2)cc1NC(=O)N1CCCCC1,1%,-0.3%,nt,nt,i,-2%,3%,0%,nt
Brc1ccc(-c2cn3nc4c(nc3n2)CCCC4)cc1,11%,-0.2%,-87%,-1.8%,i,5%,-1%,4%,-4.9%
O=C(NNC(=O)c1ccccc1[N+](=O)[O-])c1ccccn1,-24%,-0.7%,9%,-2.5%,i,9%,0%,3%,-11%
Cn1nc(C(=O)OCC(=O)Nc2sccc2C(N)=O)c2ccccc2c1=O,1%,0.1%,nt,nt,i,-1%,10%,-9%,nt
COc1ccc(C2N(Cc3ccccc3)CCN2Cc2ccccc2)cc1[N+](=O)[O-],-5%,-0.4%,17%,1.1%,i,-3%,0%,16%,-5.6%
Cc1ccc(CNC(=O)C2=NNC(=O)CC2)cc1,2%,-0.4%,12%,1.6%,i,9%,5%,2%,-2.2%
COc1ccc(/C=N/Nc2nc(N3CCCC3)nc(N3CCCC3)n2)cc1O,18%,0.5%,-6%,0.2%,i,11%,-1%,10%,-0.7%
CN1Cc2sc(NC(=S)NC(=O)c3ccccc3)c(C#N)c2CC1(C)C,5%,0.0%,nt,nt,i,-3%,1%,-14%,nt
CCc1nnc(NC(=O)C2CCCCN2S(=O)(=O)c2ccccc2)s1 (stereo unspecified),-1%,-0.4%,4%,8.9%,i,5%,1%,-11%,1.7%
Cc1cc2c3nonc3ccc2n1C,-2%,-0.5%,11%,-0.7%,i,-2%,-3%,9%,-6.2%
O=C(NC(=O)N1CCN(c2ccccc2)CC1)c1ccc(Cl)cc1,1%,0.1%,6%,-1.3%,i,18%,3%,1%,-24%
COc1cc(-c2nnc(SCC(=O)OC3CCCCC3)o2)cc(OC)c1OC,1%,0.7%,6%,-2.8%,i,-2%,4%,11%,-1.1%
Cc1ccc(C(C(=O)NC2CCCC2)N2CCc3ccccc32)cc1 (stereo unspecified),-2%,-0.2%,7%,-0.5%,i,4%,2%,11%,-1.2%
COc1ccc2cc(C(=O)OC(C)C)sc(=O)c2c1OC,0%,-0.1%,7%,-0.8%,i,0%,-2%,11%,-8.3%
CCOC(=O)C1=C(C)NC2=C(C(=O)CCC2)C1c1cc(OC)ccc1OC (stereo unspecified),13%,-0.2%,-8%,-1.9%,i,3%,-2%,-11%,-3.1%
CC(=O)COc1ccc2c(-c3cccc([N+](=O)[O-])c3)cc(=O)oc2c1,4%,-0.4%,2%,-0.7%,i,1%,9%,-4%,-4.1%
Cc1cccc(C(=O)NNC(=O)c2ccc(-c3ccccc3)cc2)c1,3%,0.0%,-7%,3.0%,i,0%,17%,-3%,-3.2%

# Just P. falciparum M1AAP, for some of the entries so far:
mol	P. falciparum M1AAP
Cc1cc2c3nonc3ccc2n1C	-2%
O=C(NC(=O)N1CCN(c2ccccc2)CC1)c1ccc(Cl)cc1	1%
COc1cc(-c2nnc(SCC(=O)OC3CCCCC3)o2)cc(OC)c1OC	1%

# The results go on.
SMILES,P. falciparum M1AAP,West Nile virus CPE,human PMI inhibitors,CSM14.1 death rescue,Yfh1-depleted yeast,P. falciparum M17LAP,Siah-1 displacement,Salmonella PhoP GFP,XIAP antagonists
CC(C)(C)NC(=S)NCC1CC1,-1%,0.6%,nt,nt,i,-4%,-2%,-8%,nt
CCn1nnnc1SCC(=O)NCc1ccc2c(c1)OCO2,3%,0.2%,-5%,-1.6%,i,7%,-2%,2%,-5.3%
COc1ccc(CNC(=O)c2c([S-])n(-c3ccc(C)cc3)c3cccc[n+]23)cc1,8%,-0.5%,3%,-0.7%,i,3%,0%,4%,-11%
Fc1ccc2nc(Nc3nc4cc5c(cc4s3)OCO5)sc2c1,1%,-0.4%,2%,-4.9%,i,-23%,-16%,17%,-2.3%
O=C(Nc1ccccc1)N(Cc1ccc(Cl)cc1)CC(O)C(F)(F)F (stereo unspecified),-4%,0.0%,8%,-2.2%,i,0%,-4%,6%,-3.3%
O=C(CN1CCCCC1CO)c1ccc(OC(F)F)cc1 (stereo unspecified),2%,0.6%,-10%,-0.6%,i,7%,1%,10%,-1.6%
CCOc1cc(S(=O)(=O)N(CC)CC)ccc1Br,-2%,0.0%,7%,4.9%,i,2%,4%,-1%,-6.1%
CCN(CC(=O)c1c(N)n(C)c(=O)n(C)c1=O)c1cccc2ccccc12,13%,-0.9%,2%,-2.2%,i,16%,-1%,3%,-3.6%
FC(F)(F)c1ccccc1CN1CCN(C2CCCCCC2)CC1,4%,0.0%,-1%,5.9%,i,13%,2%,-2%,-4.2%
CN(Cc1nc(-c2cccc(Cl)c2)no1)C1CCOCC1,2%,-1.2%,-6%,-1.2%,i,6%,-3%,-12%,-7.2%
COCCn1c(C(C)C)nc2oc3ccccc3c(=O)c2c1=O,4%,0.1%,6%,0.0%,i,-2%,2%,14%,-3.2%
Clc1nc(CN2CCCCC2)nc2sc3c(c12)CCCC3,4%,-0.6%,0%,-3.6%,i,9%,2%,-8%,-8.5%
COc1ccccc1NC(=O)CC(=O)CSc1nnc(-c2ccc(C)cc2)n1-c1ccccc1,7%,-0.7%,15%,-3.5%,i,7%,-1%,18%,-10%
Cc1ccc2[nH]c(=O)c(CN(CCCN(C)C)C(=S)NCCc3ccccc3)cc2c1,7%,0.3%,-2%,-2.2%,i,22%,12%,4%,2.0%
O=C(O)c1cccc(NC(=S)N/N=C/c2cccc(O)c2)c1,12%,0.9%,-12%,0.2%,i,56%,3%,4%,-7.1%
COc1cccc(C(=O)Nc2nnc(Cc3ccc(OC)c(OC)c3)s2)c1,5%,0.1%,nt,nt,i,6%,-6%,-12%,nt
O=C(COC(=O)c1ccccc1OCc1ccc(Cl)cc1)NC1CC1,-5%,-0.1%,-12%,-2.3%,i,-1%,1%,19%,-3.1%
CC(C)CN1CCC(CNC(=O)CCc2nnc(Cc3c[nH]c4ccccc34)o2)CC1,2%,-0.4%,2%,-1.0%,i,-9%,3%,1%,-6.7%
Cc1ccc([N+](=O)[O-])cc1NC(=O)CCSc1ccc(Cl)cc1,4%,-0.5%,7%,-2.1%,i,-1%,-2%,1%,-3.8%
Cc1c(C)[n+](=O)c2c(n1[O-])C(Br)CCC2Br (stereo unspecified),7%,0.5%,nt,nt,i,9%,11%,-8%,nt
COCCCNc1nc2c([nH]1)c(=O)[nH]c(=O)n2C,3%,0.6%,1%,4.6%,nt,1%,1%,11%,-3.7%
COC(=O)c1ccc(C)c(NC(=O)CCc2ccc(OC)c(OC)c2)c1,1%,0.8%,-5%,2.6%,i,-1%,11%,-4%,-7.6%
NC(=O)Cn1cnc(-c2ccccc2)c1,-1%,0.4%,5%,14%,i,-5%,0%,-4%,-5.2%
O=C(Nc1ccccc1Cl)N1CCN(Cc2ccc3c(c2)OCO3)CC1,5%,-0.1%,-9%,-0.6%,i,1%,2%,5%,-1.6%
O=C(Nc1ccc(OC(F)(F)F)cc1)c1ccc2ccccc2n1,0%,-0.1%,14%,0.1%,i,0%,5%,8%,1.5%
Cn1c(=O)n(Cc2ccco2)c(=N)c2c3c(sc21)CCC3,5%,-0.8%,18%,-3.5%,i,1%,-4%,7%,-3.7%
CCOc1ccccc1-c1nc(C(N)=O)c2[nH]c(=O)n(-c3ccccc3)c2n1,-6%,0.1%,-1%,3.1%,i,-5%,3%,-4%,-1.2%
